# Screening data deposited in PubChem BioAssay by National Center for Advancing Translational Sciences (NCATS).
# A549 tox – counter-screen for Nrf2 inhibitors: cytotoxicity in A549 cells | A549 ARE-Fluc cells, CellTiter-Fluor viability, 18-24 h | Potency, µM (doses to about 46 µM), inactives show top-dose activity change, negative = cytotoxicity, actives largely listed as inhibitors | 0.16% of 390,000 active; further: potency means the concentration at half of the fitted maximal effect; on the % scale 0 is the no-effect control and ±100 the full control effect
#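 A549 ARE-Fluc cells in 5% FBS OPTI-MEM, 5000 cells/well, rested 2 h then exposed to compounds in concentration-response for 18-24 h at 37 °C. Viability by CellTiter-Fluor fluorescence (Ex 405/Em 525) after 30 min; luciferase luminescence (BugLite, 15 min, RT) read afterwards.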
# ATXN2 expr inh – ATXN2 expression inhibition | HEK-293 ATXN2-luciferase reporter, luminescence, 24 h | Potency, µM (series often up to 57 µM), without a hit: top-dose activity change, negative = inhibition, usual class: inhibitors | 0.72% of 360,000 active | AID 1745845; further: potency means the concentration at half of the fitted maximal effect; on the % scale 0 is the no-effect control and ±100 the full control effect; nearly all actives have a fitted effect of over 55% in size
#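 ATXN2-luciferase reporter cells (luciferase flanked by upstream and downstream ATXN2 gene portions) were treated 24 h at 37 °C with compounds at up to 57 uM. SteadyGlo luminescence gave expression; GF-AFC fluorescence gave viability.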
# TGFb inhibitor – inhibitors of TGF-b signaling; 1.2% of 410,000 active; Potency, µM (series often up to 46.1 µM), for the others: at the top dose activity, negative = inhibition, usual class: inhibitors; AID 588855; HepG2 CAGA-GFP TGF-b/SMAD3 reporter, GFP fluorescence, 18 h; TGF-beta stimulated, 500 pg/mL final; further: potency means the concentration at half of the fitted maximal effect; on the % scale 0 is the no-effect control and ±100 the full control effect; nearly all actives have a fitted effect of over 65% in size
#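 HEPG2 CAGA-GFP, 1000 cells/well; 2 h settle, 37 C; cpd via pin tool; TGF-b 500 pg/mL final; 18 h, 37 C; GFP imaging ex488/em500-530; %Activity normalised to -TGF-b and +DMSO controls; CRC fit, curve class.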
# Nrf2 ARE act – activates Nrf2 signaling; Potency, µM (series often up to 46.1 µM), without a hit: at the top dose activation, hits mostly activators; AID 624171; AREc32 ARE-luciferase reporter (MCF7-derived line), luminescence, 24 h; 0.31% of 410,000 active; further: potency means the concentration at half of the fitted maximal effect; % of control where 0% means no effect; nearly all actives have a fitted effect of over 65% in size
#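 AREc32 cells carrying an ARE-driven firefly luciferase, 1000 cells/well in OPTI-MEM with 5% FBS, dosed after overnight attachment and incubated 24 hr at 37 deg C. Steady-Glo luminescence read after 30 min at RT.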
# HepG2 tox – counter-screen for TGF-b inhibitors: cytotoxicity in HepG2 cells; HepG2 CAGA-GFP viability, ATP luminescence, 18 h; Potency, µM (top dose mostly 46.1 µM), without a hit: top-dose activity change, negative = cytotoxicity, actives largely listed as cytotoxic; 0.76% of 410,000 active; AID 588856; further: potency means the concentration at half of the fitted maximal effect; some results filed as inactive show a strong effect at the top dose
#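 HepG2 CAGA-GFP cells (1000/well, DMEM with 1% FBS) received compound, then TGF-beta at 500 pg/mL final, and were incubated 18 hours at 37 degrees C. Viability was read by CellTiter-Glo luminescence. Media-only wells were set as complete cell-killing and DMSO as no toxicity.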
# Nrf2 block – inhibitors of Nrf2 signaling; A549 ARE-Fluc reporter, luciferase luminescence, 18-24 h; 2.1% of 360,000 active; Potency, µM (top dose mostly 46 µM), for the others: at the highest dose activity change, negative = inhibition, hits mostly inhibitors; further: potency means the concentration at half of the fitted maximal effect; on the % scale 0 is the no-effect control and ±100 the full control effect; nearly all actives have a fitted effect of over 60% in size
#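 Nrf2 activity is the BugLite luminescence, read 15 min after reagent at room temperature, following CellTiter-Fluor cytotoxicity readout (30 min, 37C). Compound titrations were applied for 18-24 h to 5000 A549 ARE_Fluc cells/well in 5% FBS OPTI-MEM.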
# EPAC2 agonist – EPAC2 (human) agonism | EPAC2 activation, biochemical qHTS; response scale: 100% = 6.5 mM cAMP response | Potency, µM (series often up to 154 µM), inactives show at the highest dose activation, actives largely listed as activators | 0.079% of 360,000 active; further: potency means the concentration at half of the fitted maximal effect; nearly all actives have a fitted effect of over 50% in size
# Target sequence (Q8WZA2 whole entry, looked up): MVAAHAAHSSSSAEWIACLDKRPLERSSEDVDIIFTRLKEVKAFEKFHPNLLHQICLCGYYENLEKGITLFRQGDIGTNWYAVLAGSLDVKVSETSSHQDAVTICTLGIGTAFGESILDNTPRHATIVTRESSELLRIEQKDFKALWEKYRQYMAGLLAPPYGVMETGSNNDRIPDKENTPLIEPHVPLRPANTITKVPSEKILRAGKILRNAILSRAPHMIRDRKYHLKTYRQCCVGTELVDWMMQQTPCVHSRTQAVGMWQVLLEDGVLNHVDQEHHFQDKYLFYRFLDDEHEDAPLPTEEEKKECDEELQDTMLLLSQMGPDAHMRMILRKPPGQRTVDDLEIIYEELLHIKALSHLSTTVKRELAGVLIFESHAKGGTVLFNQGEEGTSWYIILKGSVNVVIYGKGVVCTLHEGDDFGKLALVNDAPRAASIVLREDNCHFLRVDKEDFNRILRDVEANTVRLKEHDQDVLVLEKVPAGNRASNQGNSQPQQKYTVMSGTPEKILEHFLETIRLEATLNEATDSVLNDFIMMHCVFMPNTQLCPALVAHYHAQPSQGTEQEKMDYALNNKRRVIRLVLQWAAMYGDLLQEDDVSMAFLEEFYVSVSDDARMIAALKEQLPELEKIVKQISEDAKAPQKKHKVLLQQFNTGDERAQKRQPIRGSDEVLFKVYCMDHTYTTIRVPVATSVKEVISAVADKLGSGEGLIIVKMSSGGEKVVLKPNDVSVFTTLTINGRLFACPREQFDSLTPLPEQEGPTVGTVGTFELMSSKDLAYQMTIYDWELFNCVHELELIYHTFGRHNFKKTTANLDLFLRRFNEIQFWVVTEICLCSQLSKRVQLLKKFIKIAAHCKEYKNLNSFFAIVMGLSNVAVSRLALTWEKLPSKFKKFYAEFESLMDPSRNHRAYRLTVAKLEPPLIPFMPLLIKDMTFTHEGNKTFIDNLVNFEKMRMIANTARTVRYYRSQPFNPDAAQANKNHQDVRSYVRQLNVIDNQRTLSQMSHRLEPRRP
#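 Compounds were titrated in qHTS against a Rap1B-BODIPY-GDP (250 nM) complex with EPAC2 (100 nM) and GDP (50 uM). BODIPY-GDP release tracked at 480/540 nm over 30 min at room temperature, normalized to 6.5 mM cAMP.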
# IL2 activator – activates IL-2 in a cell-based reporter assay | IL-2 activation reporter assay, cell-based qHTS; stimulated with anti-CD3/CD4/CD28 beads; in transgenic mouse T cells | activation, % (series mostly up to about 46 µM) | 0.065% of 360,000 active; in the data active means activation above about 50%; inconclusive means mostly about 30% to 49%; further: 0% is about no effect
#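 Unstimulated transgenic mouse T cells, 750 per well, received compound and, after 60 minutes, anti-CD3/anti-CD4 bead plus anti-CD28 stimulation. EGFP and DsRed were quantified after 18 hours.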
# S2 tox – reduces viability in counter-screen for ATXN expression inhibitors; S2 cells (HEK-293 line with an ATXN2-luciferase reporter) viability, CellTiter-Fluor protease fluorescence, 24 h; Potency, µM (doses to about 56.7 µM), usual class: cytotoxic; 0.49% of 400,000 active; further: potency means the concentration at half of the fitted maximal effect; nearly all actives have a fitted effect of over 40% in size
# * = called active by the depositor; i = inactive; ? = inconclusive; . = not tested or not shown; [ ] = remark or other dose. Unless noted, the call rests on the fitted dose curve; in most records, active means well fitted curve in the direction sought with a large enough effect; inconclusive means small, poorly fitted or top-dose-only effect, or another doubt; inactive means no such curve, though single readings can be large; an effect the other way counts as inactive or inconclusive.
no.	Molecule	A549 tox	ATXN2 expr inh	TGFb inhibitor	Nrf2 ARE act	HepG2 tox
1	Cc1ccc(-n2ncc3c(Nc4ccc5c(c4)OCCO5)ncnc32)cc1C	-0.9%	3.2%	4.1%	3.0%	-30.8%
2	Cc1cccc(C)c1NS(=O)(=O)c1cc2c3c(c1)CC(=O)N3CCC2	-2.7%	0.3%	0.3%	-0.9%	-1.4%
3	Cc1ccc(Cn2ncc3c(N4CCN(c5ccc(C)cc5)CC4)ncnc32)cc1	-7.5%	-17.2%	-12.7%	-0.3%	-21.2%
4	CCOC(=O)/C(C#N)=C1/C=C(C)NC(c2ccccc2O)=N1	-3.9%[1.84 µM]	?	?	0.1%	-33.2%
5	Cc1c(C(=O)NC(C)c2ccccc2)sc2nc3n(c(=O)c12)CCCC3 (stereo not given)	-15.6%	.	-7.4%	-0.1%	-17.1%
6	COc1ccc(CNC(=O)C(c2ccccc2F)N(C(=O)c2csnn2)C2CC2)cc1 (stereo not given)	-6.4%	1.0%	-11.7%	0.0%	2.5%
7	COc1cccc(CN(C)CC(=O)NC(=O)NCc2ccccc2)c1	6.8%	0.7%	-22.4%	2.1%	-9.0%
8	CC(C)(C)C1CCC(CN2CCC(CN3C(=O)C(=O)NC[C@@H]3Cc3ccccc3)CC2)CC1 (stereo not given in full)	-2.3%	-1.9%	7.6%	-0.9%	0.7%
9	CCNc1nc(NCC)n2c(SCC(=O)c3ccccc3Cl)nnc2n1	0.7%	4.7%	0.4%	2.5%	-2.0%
10	C/C(=N\NC(=O)c1ccccc1F)c1ccccn1	?	3.98µM*	?	0.5%	-29.2%
11	CC(C)(C)NC(=O)CSc1nnc(-c2ccccn2)n1-c1ccccc1	-0.4%	6.4%	10.0%	2.9%	3.1%
12	O=S(=O)(/C=C/c1ccccc1)NCCc1ccccn1	8.8%	4.1%	-4.1%	-0.3%	19.8%

no.	Nrf2 block	EPAC2 agonist	IL2 activator	S2 tox
1	.	.	.	i
2	-9.7%	2.6%	-2.7	i
3	?	-5.9%	-0.6	i
4	13µM*	-14.2%	-2.1	?
5	?	.	.	.
6	-6.3%	10.8%	0.5	i
7	5.5%	-6.3%	-0.6	i
8	4.1%	6.6%	0.2	i
9	-8.0%	-4.5%	-2.6	i
10	?	13.6%	-3.0	7.94µM*
11	23.5%	-0.5%	-1.2	i
12	-8.6%	9.5%	-1.0	i

# (list continues)
no.	Molecule	A549 tox	ATXN2 expr inh	TGFb inhibitor	Nrf2 ARE act	HepG2 tox
13	Cc1cc2oc(=O)cc(CN3CCCCC3C)c2cc1C(C)C (stereo not given)	-12.9%	3.8%	?	-0.2%	-1.5%
14	Nc1ccc(S(=O)(=O)N2CCCC2C(=O)O)cc1 (stereo not given)	0.9%	.	-4.4%	-0.3%	-6.8%
15	Cc1ccc(NC(=O)Cc2nc(CCl)cs2)cc1	-1.0%	-2.0%	-8.6%	0.1%[9.22 µM]	-7.2%
16	CC(NC(=O)CN1CCN(Cc2cccc(F)c2)CC1)c1ccccc1 (stereo not given)	-0.1%	0.1%	?	-0.1%	10.9%
17	Fc1cccc(Cl)c1-c1nnc2ccc(C(F)(F)F)cn12	3.6%	2.3%	-5.5%	-0.4%	-7.4%
18	Cc1ccc(-c2nc3ccccc3c(=O)o2)cc1	-6.4%	.	-1.5%	5.6%	-10.2%
19	Cc1cc(N/N=C/c2ccccc2)nc(NCc2ccccc2)n1	-2.0%	22.0%	?	6.4%	-20.0%
20	Fc1ccc(-c2ccc(CNCc3ccccn3)o2)cc1Cl	1.0%	3.6%	-6.4%	17.0%	-34.1%
21	O=C(O)c1cc(NC(=O)c2cccc(C(=O)Nc3cc(C(=O)O)cc(C(=O)O)c3)c2)cc(C(=O)O)c1	-8.8%	-13.7%	-12.2%	-1.0%	-12.0%
22	CC(C)[C@H](NC(=O)c1ccccc1)C(=O)OCC(=O)N1CCc2ccccc2C1	0.8%	1.6%	-9.4%	0.3%	4.0%
23	CNC(=O)c1[nH]cnc1C(=O)Nc1cccc(OC)c1	-3.2%	24.8%	14.1%	19.7%	-18.2%
24	CSc1nc(Cl)cc(N(CCO)CCO)n1	0.3%	3.1%	-0.7%	0.2%	11.3%

no.	Nrf2 block	EPAC2 agonist	IL2 activator	S2 tox
13	?	2.7%	-4.4	i
14	4.9%	5.6%	-0.4	i
15	?	6.5%	-0.2	i
16	4.4%	2.4%	-0.3	i
17	-6.9%	7.1%	-1.4	?
18	?	-1.8%	1.0	.
19	10.0%	12.3%	-0.6	i
20	1.9%	1.6%	-2.5	i
21	-6.4%	4.7%	1.8	i
22	9.0%	-5.4%	-1.3	i
23	.	-2.8%	-0.8	i
24	2.5%	3.3%	0.0	i

# Carrying on.
no.	Molecule	A549 tox	ATXN2 expr inh	TGFb inhibitor	Nrf2 ARE act	HepG2 tox
25	CCCC(=O)NC(c1ccc(N(C)C)cc1)c1ccc2cccnc2c1O (stereo not given)	-8.5%	?	2.51µM*	-0.8%	-52.0%
26	COc1cc(SC)ccc1C(=O)N(C)Cc1ccccc1	-1.8%	13.8%	13.6%	-0.8%	-43.2%
27	O=C(Cn1cnc(S(=O)(=O)N2CCCCC2)c1)NCc1ccco1	1.4%	.	-7.6%	0.0%	-1.2%
28	Cc1sc2ncn(CC(=O)NCCCC(=O)N(C)Cc3ccccc3)c(=O)c2c1C	-0.2%	-12.2%	-29.5%	-1.0%	-33.1%
29	COc1ccccc1N1CCN(CC(=O)N2N=CCC2c2ccccc2)CC1 (stereo not given)	20.2%	.	-1.9%	-0.4%	2.1%
30	c1cc(Nc2ncnc3sccc23)cc(-c2nnc3n2CCCCC3)c1	-21.7%	9.1%	-4.1%	4.4%	-14.9%
31	Cc1ccc(C(=O)Nc2ccon2)cc1S(=O)(=O)N1CCCC1	-2.3%	0.6%	1.3%	-0.2%	2.3%
32	COc1ccc(Cl)cc1NC(=S)Nc1ccc(Cl)cn1	-3.6%	.	-1.2%	11.0%	7.7%
33	O=C(CC1C(=O)NCCN1Cc1ccc(-c2ccccc2)cc1)NCCCn1cccn1 (stereo not given)	19.3%	.	13.3%	-0.4%	-21.4%
34	Oc1ccc(/C=N/NC(=S)Nc2cccnc2)cc1O	-4.7%	4.6%	-1.0%	4.5%	-25.9%
35	CC(C)CNC(=O)c1cccc2c1-c1ccccc1C2=O	1.8%	1.5%	0.0%	0.0%	17.4%
36	Cc1ccc(-c2ccc(/C=N/NC(=O)CN3CCCC3)o2)cc1Cl	8.2%	-35.0%	3.7%	3.2%	-47.1%

no.	Nrf2 block	EPAC2 agonist	IL2 activator	S2 tox
25	?	-2.8%	-0.1	i
26	-4.3%	-8.3%	0.4	i
27	-4.0%	4.4%	1.6	i
28	4.4%	1.3%	0.7	i
29	4.5%	16.2%	0.3	i
30	-27.3%	0.5%	-0.5	?
31	13.6%	8.6%	-1.6	i
32	5.3%	-0.3%	-0.7	?
33	6.6%	6.0%	-0.4	i
34	-6.2%	0.7%	-5.0	i
35	2.2%	2.3%	2.1	i
36	?	10.2%	-0.3	i

# (continued)
no.	Molecule	A549 tox	ATXN2 expr inh	TGFb inhibitor	Nrf2 ARE act	HepG2 tox
37	CCOC(=O)C1CCCN(C2CC(=O)N(c3ccccc3)C2=O)C1 (stereo not given)	5.9%	.	0.5%	-0.3%	2.4%
38	Cc1cc(C)n2nc(SCN3C(=O)c4ccccc4C3=O)nc2n1	-1.3%	4.8%	?	1.3%	8.4%
39	CCOC(=O)c1ccc2c(c1)nc(SCC(=O)c1ccco1)n2CC	-4.1%	10.2%	13.7%	12.0%	1.0%
40	C/C(Cc1ccccc1)=N/NC(=O)CNC(=O)C(c1ccccc1)c1ccccc1	-3.9%	13.3%	2.6%	0.0%	-32.2%
41	CC(=O)c1cc(-c2ccc(F)cc2)n(CCC(=O)NCc2ccc(C)cc2)c1C	-1.0%	.	-23.8%	5.6%	-62.2%
42	O=C(CSc1ncnc2[nH]ncc12)Nc1nc(-c2ccc(F)c(F)c2)cs1	7.1%	.	-18.5%	6.8%	-17.7%
43	CC1=C(C(=O)Nc2ccc(C)cc2C)C(c2cccs2)n2nc(SCc3cccc(C)c3)nc2N1 (stereo not given)	-4.8%	3.4%	0.4%	-0.6%	-2.4%

no.	Nrf2 block	EPAC2 agonist	IL2 activator	S2 tox
37	13.4%	12.9%	0.4	i
38	11.0%	18.4%	2.3	i
39	12.9%	3.1%	0.9	i
40	?	-1.4%	-0.4	i
41	.	.	.	.
42	6.51µM*	4.0%	-1.1	i
43	?	.	.	i
